Lamin A splicing – LMNA splicing modulation | HeLa LMNA splicing GFP/RFP minigene ratio, 48 h | Potency, µM (highest dose often 46.1 µM), for inactives: top-dose ratio change, negative = inhibition, hits mostly inhibitors | hit rate 0.01% among 200,000 | AID 1487; active means well fitted inhibition curve with a large enough effect in the signal ratio, with a control signal flat, not every such curve was filed as active; inconclusive means small, poorly fitted or top-dose-only effect, or effect the other way, or a change in a side signal; the % refers to the signal ratio; further: potency means the concentration at half of the fitted maximal effect; on the % scale 0 is the no-effect control and ±100 the full control effect
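S3 HeLa cells stably expressing lamin A-EGFP splicing minigene plus DsRed2, 600 cells/well, 48 h compound exposure at 37C. Laser-scanning cytometry; analysed as GFP (500-530 nm)/RFP (575-640 nm) total intensity ratio; 0.5% DMSO vehicle.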
HTT cytoprotect – Huntington cell model cytoprotection by ATP luminescence. PC12 HTT-Q103 induced, cytoprotection, ATP luminescence, 40 h. Potency, µM (titrated, usually from 56.4 µM), without a hit: cytoprotection (ATP increase), usual class: activators. hit rate 0.14% among 230,000. AID 1471;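 further: potency means the concentration at half of the fitted maximal effect; % of control where 0% means no effect; nearly all actives have a fitted effect of over 45% in size; toxic huntingtin expression switched on by the ecdysone agonist tebufenozide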
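Readout: ATPlite luminescence (ATP level). Model: stable PC12, inducible Htt exon1 Q103-GFP. Inducer: tebufenozide, 100 nM final. Compounds: dose series. No G418 in medium.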
SMN2 splice up – enhancers of SMN2 splice variant expression; HEK293 SMN2-luciferase splicing reporter, luminescence, 30-36 h; AID 1458; Potency, µM (highest dose often 46.1 µM), for inactives: top-dose activity change, positive = activation, actives largely listed as activators; hit rate 2.8% among 210,000; further: potency means the concentration at half of the fitted maximal effect; % of control where 0% means no effect; nearly all actives have a fitted effect of over 55% in size
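qHTS luciferase splicing reporter: luminescence rises when SMN2 exon 7 is included in transfected HEK293 cells. Compound exposure lasted 30-36 h at 37C, with 4.5 mM final sodium butyrate as control, followed by a ONE-Glo read.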
HttQ103 aggreg – mutant huntingtin aggregation inhibition; AID 1688; PC12 HttQ103-GFP aggregates, Acumen cytometry, 40 h; hit rate 1.1% among 220,000; Potency, µM (titrated, usually from 46.1 µM), without a hit: at the top dose activity change, negative = inhibition, most hits filed as inhibitors; further: potency means the concentration at half of the fitted maximal effect; on the % scale 0 is the no-effect control and ±100 the full control effect; nearly all actives have a fitted effect of over 60% in size
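Compounds (qHTS titration) were added to PC12 cells expressing an ecdysone-driven HTT exon 1 Q103–GFP fusion after induction with 100 nM tebufenozide. Aggregate formation was measured as GFP objects in cell lysates.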
CBFb RUNX1 block – blocks binding between human CBF-beta and RUNX1. Q01196+Q13951. AlphaScreen CBFb-His/RUNX1-biotin binding, biochemical. Potency, µM (top dose mostly 59.8 µM), inactives show at the top dose activity, negative = inhibition, usual class: inhibitors. 230,000 tested, under 10 active. AID 1477; further: % of control where 0% means no effect
Target sequence (Q01196 whole entry, looked up): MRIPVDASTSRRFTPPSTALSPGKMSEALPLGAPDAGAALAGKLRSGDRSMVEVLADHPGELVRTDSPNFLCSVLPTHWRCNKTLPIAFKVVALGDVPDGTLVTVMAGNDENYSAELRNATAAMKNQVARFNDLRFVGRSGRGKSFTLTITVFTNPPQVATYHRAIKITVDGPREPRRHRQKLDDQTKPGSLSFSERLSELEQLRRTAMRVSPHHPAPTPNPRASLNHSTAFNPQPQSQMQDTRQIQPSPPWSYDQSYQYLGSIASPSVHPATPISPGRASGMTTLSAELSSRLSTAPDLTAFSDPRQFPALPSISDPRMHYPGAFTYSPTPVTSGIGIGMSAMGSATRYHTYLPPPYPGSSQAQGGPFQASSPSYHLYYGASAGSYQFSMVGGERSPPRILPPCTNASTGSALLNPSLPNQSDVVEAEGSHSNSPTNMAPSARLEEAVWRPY
Target sequence (Q13951 whole entry, looked up): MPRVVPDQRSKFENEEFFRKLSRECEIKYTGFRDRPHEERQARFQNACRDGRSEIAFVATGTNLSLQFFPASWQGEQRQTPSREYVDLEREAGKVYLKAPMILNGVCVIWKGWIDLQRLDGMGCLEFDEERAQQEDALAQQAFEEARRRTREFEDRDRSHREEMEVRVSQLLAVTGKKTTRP
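AlphaScreen proximity signal reports loss of binding between His-tagged CBF-beta and biotin-labelled RUNX1, each at 30 nM. Proteins are pre-associated for 20 minutes, compounds added for 15 minutes, then beads for 90 minutes, all at ambient temperature.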
Luc counter – counter-screen: inhibitors of Kinase-Glo firefly luciferase | Kinase-Glo luciferase, ATP luminescence, 8 min | Q27757 | hit rate 0.28% among 200,000 | Potency, µM (series often up to 38.3 µM), for inactives: top-dose activity change, negative = inhibition, hits mostly inhibitors; further: potency means the concentration at half of the fitted maximal effect; on the % scale 0 is the no-effect control and ±100 the full control effect; nearly all actives have a fitted effect of over 60% in size
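Kinase-Glo luciferase light output from ATP and luciferin was measured with 10 uM ATP, within the enzyme's linear range. Buffer: 50 mM imidazole pH 7.2, 50 mM KCl, 7 mM MgCl2, 0.01% Tween 20, 0.05% BSA; luminescence read after 8 min at ambient temperature.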
IMPase Li cell – cell-permeable IMPase inhibitors with lithium potentiation. hit rate 0.35% among 210,000. Potency, µM (doses to about 59.4 µM), for inactives: at the highest dose activity, negative = IMPase inhibition, actives largely listed as inhibitors. CHO-M1 cells, IP1 TR-FRET (IP-One), carbachol + lithium;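 further: IP1 builds up when IMPase is blocked and the TR-FRET signal falls; potency means the concentration at half of the fitted maximal effect; plate controls were basal vehicle for no effect and high inhibitor control for full effect; nearly all actives have a fitted effect of over 50% in size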
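CHO cells stably expressing M1 receptor (2000/well, cultured 16–30 h) treated 30 min at 37C with compound plus low lithium. Cytosolic IP1 by TR-FRET (665/620 ratio and 620 channel) after 10 min lysis; AC50 by Hill fit.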
An asterisk follows results filed as active; ? = inconclusive; . = no result given; [ ] = another dose, or the depositor's remark. Unless noted, the call rests on the fitted dose curve; in most records, active means well fitted curve in the direction sought with a large enough effect; inconclusive means small, poorly fitted or top-dose-only effect, or another doubt; inactive means no such curve, though single readings can be large; an effect the other way counts as inactive or inconclusive.

SMILES | Lamin A splicing | HTT cytoprotect | SMN2 splice up | HttQ103 aggreg | CBFb RUNX1 block | Luc counter | IMPase Li cell
CC[C@H](C)[C@H](NC(=O)[C@H](CCCN=C(N)N)NC(=O)[C@H](CCCN=C(N)N)NC(=O)[C@H](CC(C)C)NC(=O)[C@H](Cc1ccccc1)NC(=O)CNC(=O)CN)C(=O)N[C@@H](CCCN=C(N)N)C(=O)N1CCC[C@H]1C(=O)N[C@@H](CCCCN)C(=O)N[C@@H](CC(C)C)C(=O)N[C@@H](CCCCN)C(=O)O | . | -1% | 7% | . | 26% | . | -1%
O=C(Cc1ccccc1)NNc1ccc2ccccc2c1 | ? | 19%[10 µM] | -38%[inhibitor] | ? | -9% | 1% | 3%
CN(CC1CCOCC1)C(=O)CC1C(=O)NCCN1Cc1ccc(-c2ccccc2)cc1 (centres undefined) | -14%[46 µM] | 13%[10 µM] | . | -12%[9.22 µM] | 10% | -5% | 5%
COc1cc(/C=C/C(=O)OCC(=O)Nc2ccc(S(=O)(=O)N3CCCC3)cc2)ccc1O | 6% | 2%[10 µM] | -11% | -9% | 6% | -2% | 4%
COc1ccc(-n2cc(-c3ccccc3)c3c(NN4CCOCC4)ncnc32)cc1 | . | -7% | -34%[inhibitor] | ? | -10% | 3% | 2%
Cc1ccc(S(=O)(=O)c2c(N)n(CC3CCOC3)c3nc4ccccc4nc23)cc1 (centres undefined) | 22% | 1% | . | -4% | 16% | -7% | 17%[38.3 µM]
O=C(CSc1nnc(-c2ccco2)o1)c1ccccc1 | 0% | -11% | 6% | 5% | -21% | -3% | -5%[38.3 µM]
Cc1ccc(C)c(NCCC#N)c1 | 3% | 2%[10 µM] | 8% | 3% | 0% | 0% | -2%
O/N=C/c1ccccc1Oc1ccc(Cl)cc1 | . | -57%[inhibitor] | . | ? | 16% | 2% | 9%
Cc1csc(C(C#N)C(=O)c2ccncc2)n1 (centres undefined) | 3% | -19% | 1% | -17% | 4% | -3% | 8%[38.3 µM]
COC(=O)c1ccccc1NC(=O)c1cc2sccc2n1C | 16% | -11% | -2% | -16% | 2% | 20% | 7%[38.3 µM]
Cc1ccc([N+](=O)[O-])cc1N1C(=O)CS/C1=N\NC(=O)c1cccnc1 | . | -21% | 13% | -11%[9.22 µM] | -4% | 2% | 0%
COc1ccc(C(=O)N/C(=C\c2cccc3ccccc23)C(=O)N2CCN(C)CC2)cc1OC | -11%[46 µM] | . | 19% | -1% | 12% | -5% | 10%
N=C1[C@@H](O)[C@]2(I)c3ccccc3N3C(=N)[C@H](O)[C@@H]4c5ccccc5N1[C@@H]4[C@@H]32 | . | 5%[10 µM] | -4%[9.22 µM] | . | . | -3%[7.66 µM] | -9%
CCN(CC)C(=O)c1sc2c(c1C)c(=O)n(-c1ccc(OC)cc1OC)c(=O)n2CC(=O)c1ccccc1 | ? | 3% | 10% | 4% | 8% | -2% | -17%

Quoted at random: five records from the list
SMILES | Lamin A splicing | HTT cytoprotect | SMN2 splice up | HttQ103 aggreg | CBFb RUNX1 block | Luc counter | IMPase Li cell
N=C1[C@@H](O)[C@]2(I)c3ccccc3N3C(=N)[C@H](O)[C@@H]4c5ccccc5N1[C@@H]4[C@@H]32 | . | 5%[10 µM] | -4%[9.22 µM] | . | . | -3%[7.66 µM] | -9%
COc1cc(/C=C/C(=O)OCC(=O)Nc2ccc(S(=O)(=O)N3CCCC3)cc2)ccc1O | 6% | 2%[10 µM] | -11% | -9% | 6% | -2% | 4%
O=C(Cc1ccccc1)NNc1ccc2ccccc2c1 | ? | 19%[10 µM] | -38%[inhibitor] | ? | -9% | 1% | 3%
CN(CC1CCOCC1)C(=O)CC1C(=O)NCCN1Cc1ccc(-c2ccccc2)cc1 (centres undefined) | -14%[46 µM] | 13%[10 µM] | . | -12%[9.22 µM] | 10% | -5% | 5%
Cc1ccc(C)c(NCCC#N)c1 | 3% | 2%[10 µM] | 8% | 3% | 0% | 0% | -2%

(further entries)
SMILES | Lamin A splicing | HTT cytoprotect | SMN2 splice up | HttQ103 aggreg | CBFb RUNX1 block | Luc counter | IMPase Li cell
COc1ccc(Nc2nc(-c3ccc(OC)cc3)c(CCC(=O)O)s2)cc1 | . | -2%[10 µM] | . | 15%[9.22 µM] | -13% | . | .
O=C(c1ccc(N2CCN(S(=O)(=O)c3ccccc3)CC2)c([N+](=O)[O-])c1)N1CCOCC1 | -5% | -4%[10 µM] | -15% | -4% | -3% | 0% | 2%
O=C(Nc1ccc(Br)c2cccnc12)c1ccc(Cn2cc([N+](=O)[O-])cn2)o1 | -2% | -24% | -5% | 5% | -4% | -2% | -3%[38.3 µM]
Cc1ccc(/C=N\NC(=O)c2csnn2)cc1 | 10% | -21% | -3% | 10% | -1% | ? | -3%[38.3 µM]
O=C(CCS(=O)NCc1ccccc1)NCc1ccccc1 (centres undefined) | 7% | 0% | 2% | 11% | -2% | -4% | -8%[38.3 µM]
N=C1S/C(=C\c2ccccc2F)C(=O)N1c1ccc(F)cc1 | -8% | 21%[10 µM] | 7% | 9% | -3% | 2% | 5%
CC1SC(c2cccc(Cl)c2)NC1=O (centres undefined) | 5% | 0% | 20% | 2% | 14% | -3% | 13%[38.3 µM]
Cc1cccc(C)c1NC(=O)C(C)N1CCCCC1 (centres undefined) | 4%[46 µM] | -1%[10 µM] | . | -10%[9.22 µM] | 1% | . | .
NCCCCCC(=O)N/N=C/c1coc2ccccc2c1=O | . | 10%[10 µM] | . | 9%[9.22 µM] | 14% | . | .
NNC(=O)c1cc(-c2cccs2)nc2ccccc12 | . | 12%[10 µM] | . | -7%[9.22 µM] | -3% | . | .
Cc1ccc(NC(=O)CCCCCCCCCCC2COCCO2)c(C)c1 (centres undefined) | -3% | 7%[1.9 µM] | -37%[inhibitor] | 3% | -5% | -3% | 5%
c1ccc(CSc2nc3ccccc3[nH]2)cc1 | . | -30%[10 µM] | . | -7%[9.22 µM] | 6% | . | .
CC(=O)c1ccc(OC(=O)C2CC(=O)N(c3cccc(C)c3)C2)cc1 (centres undefined) | 7% | 16%[0.074 µM] | -15% | -20% | 5% | 2% | 0%[38.3 µM]
O=C(O)c1ccccc1-c1oc2cc(O)ccc2c(=O)c1Oc1ccccc1 | . | -54%[inhibitor] | 27% | . | -20% | 0% | -23%
N/C(=N\OC(=O)c1ccccc1Cl)c1ccncc1 | ? | 1%[10 µM] | . | -9%[9.22 µM] | 1% | -7% | 8%
O=C(COC(=O)/C=C/c1ccc(S(=O)(=O)N2CCOCC2)cc1)NC1CCCCCCC1 | . | -10% | . | -2% | -6% | . | 6%
CCC(=O)N1CCN(c2ccc(Cl)cc2NC(=O)Cc2ccccc2)CC1 | ? | 0% | -31%[inhibitor] | -23% | 8% | -2% | 17%[38.3 µM]
CC1CCCC(NC(=O)c2n[nH]c(=O)c3ccccc23)C1C (centres undefined) | -13% | -18% | -2% | 10% | 0% | -8% | 3%[38.3 µM]
Cc1ccc(C)c(NC(=O)CSc2ccc(-c3ccco3)nn2)c1 | -2% | 2%[10 µM] | . | 6% | -7% | 2% | -22%
COc1ccc(S(=O)(=O)NNC(=O)C2Cc3c(ccc4ccccc34)O2)cc1 (centres undefined) | 7% | 3% | -46%[inhibitor] | ? | -1% | 3% | 5%[38.3 µM]
O=C(Nc1ccccn1)c1ccc(Br)c(S(=O)(=O)N2CCCCC2)c1 | 10% | . | -4% | -4% | 6% | 1% | 4%
Cc1ccc(S(=O)(=O)NCCCN2CCOCC2)c(C)c1 | -4% | 18%[10 µM] | . | -14% | -3% | . | .
CCCc1c(C(=O)OCC)sc(N)c1C#N | . | -12% | 3% | 4%[9.22 µM] | 0% | 4% | -5%
Nc1nc2cc(S(=O)(=O)NC3=NCCCCC3)ccc2s1 | . | 5%[10 µM] | . | -12%[9.22 µM] | 10% | . | .
CCc1cccc(Nc2cc(C)nc3nc(C)nn23)c1 | -1% | 25%[10 µM] | 5% | 35µM* | -5% | 0% | -1%
O=C1CCNc2c(Cl)cccc21 | . | 38%[10 µM] | . | 14%[9.22 µM] | 9% | . | .
CCn1c(SCC(=O)Nc2ccc3c(c2)OCCO3)nc2c(c1=O)SC(C)C2 (centres undefined) | 6% | -11% | -5% | 3% | 1% | 0% | 7%[38.3 µM]
CC(=O)Nc1ccc(S(=O)(=O)N2CCSC2c2ccccc2Cl)cc1 (centres undefined) | ? | -9% | -23% | 13% | -9% | 2% | 21%[38.3 µM]
Cc1ccc(CC(=O)N/N=C/c2ccc(OC(=O)c3ccc([N+](=O)[O-])cc3)cc2)cc1 | -11% | -5%[10 µM] | 18% | -6% | 6% | 1% | -3%
CCOC(=O)c1[nH]c2ccccc2c1NC(=O)CN1CCCCC1 | 4% | -1% | -12% | 16% | 2% | -7% | 2%[38.3 µM]
CC(C)(C)N=C1SCC(C)(/C=N/O)S1 (centres undefined) | -1% | -1% | -18% | 1% | -3% | -4% | -10%[38.3 µM]
CCOC(=O)Cc1csc(NC(=S)NC(=O)c2ccc(C)cc2)n1 | 8% | -62%[inhibitor][10 µM] | . | 7% | -4% | . | .
Cc1ccc(-c2nnn(C(C)C(=O)N3c4ccccc4CCc4ccccc43)n2)cc1 (centres undefined) | -6% | 2%[10 µM] | -15% | -27% | 12% | 1% | 20%
CC1CCCCN1C(=O)c1cc(Cl)ccc1[N+](=O)[O-] (centres undefined) | 9% | 5%[10 µM] | 4% | -10% | 7% | 4% | 8%
O=[N+]([O-])c1ccc(Cl)c(CN2CCC(O)CC2)c1 | ? | . | 6% | 9% | 2% | -1% | 0%
O=C1c2ccccc2C(=O)N1CC1=CCS(=O)(=O)C1 | -6% | 15% | 5% | -4% | 3% | 0% | -5%[38.3 µM]
Cc1c(NC(=O)c2cccc(NS(C)(=O)=O)c2)c(=O)n(-c2ccccc2)n1C | . | 8%[10 µM] | . | 1µM* | 5% | . | .
CCn1nc(C(=O)Nc2ccc(S(=O)(=O)Nc3ncccn3)cc2)c2ccccc2c1=O | ? | -17% | 32% | 23% | -2% | 0% | -1%
COc1ccc(NC(=O)c2ccc(-c3ccccc3C(F)(F)F)o2)cc1 | ? | . | -1% | 9% | -1%[2.36 µM] | -1% | -9%
COC(=O)[C@@]1(Cc2ccc(F)cc2)[C@H]2c3cc(C(=O)N4CCCC4)n(CCSCCO)c3C[C@H]2CN1C(=O)c1ccccc1 | . | 23% | -3% | . | -3% | 2% | -4%

Screens (PubChem)
